Compound activity: PubChem BioAssay, several laboratories
eLon inh – inhibitors of E. coli Lon protease. P0A9M0. purified E. coli Lon protease, fluorescence polarization. inhibition, % at 7.94 µM. 0.42% of 360,000 active. AID 602123; in the data active = inhibition above about 13%, passing the limit was not always enough;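 note: 0% = enzyme with probe and DMSO and 100% = no enzyme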
Target sequence (P0A9M0 whole entry, looked up): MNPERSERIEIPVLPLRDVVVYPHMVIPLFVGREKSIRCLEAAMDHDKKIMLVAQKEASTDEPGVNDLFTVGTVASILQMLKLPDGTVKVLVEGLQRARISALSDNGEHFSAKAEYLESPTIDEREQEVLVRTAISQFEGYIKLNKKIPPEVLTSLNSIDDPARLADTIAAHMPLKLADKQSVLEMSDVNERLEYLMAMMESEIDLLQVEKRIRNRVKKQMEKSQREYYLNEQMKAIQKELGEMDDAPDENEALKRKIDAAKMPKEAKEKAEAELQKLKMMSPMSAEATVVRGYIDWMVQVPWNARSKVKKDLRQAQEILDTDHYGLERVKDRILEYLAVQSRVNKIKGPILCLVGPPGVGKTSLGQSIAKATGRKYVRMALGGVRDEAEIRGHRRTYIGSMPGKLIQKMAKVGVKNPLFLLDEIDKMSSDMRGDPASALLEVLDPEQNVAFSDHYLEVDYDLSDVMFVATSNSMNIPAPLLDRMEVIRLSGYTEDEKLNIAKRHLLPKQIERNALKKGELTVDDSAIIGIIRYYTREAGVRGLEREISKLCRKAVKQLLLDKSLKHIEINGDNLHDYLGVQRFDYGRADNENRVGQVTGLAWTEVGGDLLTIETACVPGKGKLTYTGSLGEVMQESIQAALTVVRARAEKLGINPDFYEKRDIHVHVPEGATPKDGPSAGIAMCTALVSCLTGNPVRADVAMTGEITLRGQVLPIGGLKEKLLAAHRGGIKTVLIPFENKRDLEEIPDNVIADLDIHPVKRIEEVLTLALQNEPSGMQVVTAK
SKN-1 block – inhibitors of C. elegans SKN-1; C. elegans VP596 Pgst-4::GFP/RFP ratio, acrylamide-induced, 24 h; inhibition, % at 21.8 µM; 0.49% of 360,000 active;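 active = interference check ratio from 0.5 to 1.5 plus GFP to RFP signal ratio inhibition reaching or exceeding a fixed threshold, cut at about 30% in these data, passing the limit was not always enough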; note: some compounds called inactive have numbers as strong as hits
Neddylation inh – blocks human cullin neddylation; calls only at 25 µM; TR-FRET cullin neddylation, biochemical; AID 651699; P61081+Q13564; 0.58% of 360,000 active; in the data active = inhibition above about 36%
MsrA act – activators of bovine methionine sulfoxide reductase A | activation, % at 10.6 µM | purified bovine MsrA, absorbance read-out | 0.3% of 360,000 active | AID 602163; in the data active = activation above about 7.5%;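 note: 0% = vehicle and 100% = reference activator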
CendR NRP1 mod – NRP-1/CendR interaction modulation; O14786; FAM-RPARPAR peptide binding to NRP-1, fluorescence polarization; inhibition, % at 25 µM; 0.85% of 360,000 active; AID 602438;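 active = inhibition or corrected inhibition above about 18%, plus a signal ratio from 0.5 to 1.5, limit read from the data, passing the limit was not always enough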; note: strong numbers were not always called active
Rin1-Abl PPI inh – inhibitors of human Rin1-Abl protein interaction; AID 588664; 0.4% of 360,000 active; inhibition, % at 7.35 µM; TR-FRET Rin1/Abl binding, biochemical; in the data active = inhibition above about 5%, passing the limit was not always enough
MT1-MMP act inh – inhibitors of human MT1-MMP activation | HT1080 RFP-PRO-GFP cells, GFP/RFP ratio fluorescence, overnight; percent of plate control window, DMSO zero | GFP/RFP ratio change, % at 20 µM | 0.061% of 360,000 active;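 active = GFP/RFP ratio change of at least 30% with cell ATP level not reduced by more than half and red fluorescence within 50% of control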; note: strong numbers were not always called active
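Test system: HT1080 RFP-PRO-GFP cells; Benchmarks: DMSO and RFP-L50D-GFP cell wells; Timing: cells overnight before dosing, compound overnight, 37 °C, 5% CO2; Compound: one 20 µM compound dose with 1% DMSO; Read-out: GFP/RFP fluorescence ratio.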
MsrA inh – bovine MsrA inhibition; purified bovine MsrA, absorbance read-out; 0.75% of 360,000 active; inhibition, % at 15.5 µM; in the data active = inhibition above about 4.5%;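 note: 0% = vehicle wells with enzyme and 100% = reference inhibitor wells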
FAS-TE inh – inhibitors of human fatty acid synthase thioesterase domain; P49327; AID 602261; recombinant FAS-TE, OMFH fluorogenic substrate, fluorescence endpoint; inhibition, % at 15 µM; 0.67% of 360,000 active;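 active = compounds whose normalised, plate-corrected inhibition of enzyme fluorescence in the single-dose primary screen is 50% or more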;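 note: 0% = DMSO with enzyme and 100% = substrate without enzyme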
An asterisk follows results filed as active; i = inactive; . = no result given. Hits appear at their usual frequency; about 4.2% have a hit in one of these screens.

Values run as follows: eLon inh	SKN-1 block	Neddylation inh	MsrA act	CendR NRP1 mod	Rin1-Abl PPI inh	MT1-MMP act inh	MsrA inh	FAS-TE inh
[1] C=CCSc1nc2sc3c(c2c(=O)n1-c1ccccc1)CCN(C)C3
 : -10	5	i	0	-25	-5	-4	4.9*	-1
[2] Cc1ccc(CNC(=O)[C@H](Cc2ccccc2)NC(=O)C2CCNCC2)cc1
 : -3	17	i	1	-5	-3	1	-0.5	-2
[3] CC1(C(=O)NCc2cccnc2)Cc2c(-c3cccc(C(F)(F)F)c3)ccnc2O1 (centres undefined)
 : -2	-2	i	-2	-2	-1	-2	0.7	-6
[4] CC(Sc1nc(N)cc(N)n1)C(=O)NCC1CCCO1 (centres undefined)
 : -4	6	i	-2	16	4	-4	-0.2	-9
[5] CC(=O)OCC1CC(COC(C)=O)C(COC(C)=O)CC1COC(C)=O (centres undefined)
 : 3	4	i	-1	-6	0	-7	0.5	-6
[6] COc1cccc(-n2ccnc2SCC(=O)Nc2nccs2)c1
 : -9	-21	i	-4	0	-3	-1	-0.8	-9
[7] Nc1nc(SCC(=O)NCCN2CCOCC2)nc2sc3c(c12)CCC3
 : -5	2	i	-6	-6	0	0	-1.2	-13
[8] Nn1c(SCc2csc(-c3ccccc3)n2)nnc1-c1cccs1
 : -5	-27	i	-7	7	3	-4	0.9	0
[9] COC(=O)C1C(=O)C2=C(CC1C)NC(C)=C(C(=O)OC1CCCCC1)C2c1ccc(N(C)C)cc1 (centres undefined)
 : 0	9	i	0	1	0	-6	0.8	18
[10] Cc1cc(=O)[nH]c(SCC(=O)Nc2ncc(S(=O)(=O)c3ccc([N+](=O)[O-])cc3)s2)n1
 : -10	0	i	-1	-4	0	3	2.6	5

The last 2 compounds of the section before come first, to join the parts.
Values run as follows: eLon inh	SKN-1 block	Neddylation inh	MsrA act	CendR NRP1 mod	Rin1-Abl PPI inh	MT1-MMP act inh	MsrA inh	FAS-TE inh
[9] COC(=O)C1C(=O)C2=C(CC1C)NC(C)=C(C(=O)OC1CCCCC1)C2c1ccc(N(C)C)cc1 (centres undefined)
 : 0	9	i	0	1	0	-6	0.8	18
[10] Cc1cc(=O)[nH]c(SCC(=O)Nc2ncc(S(=O)(=O)c3ccc([N+](=O)[O-])cc3)s2)n1
 : -10	0	i	-1	-4	0	3	2.6	5
[11] COc1ccc(C(CNC(=O)CCNS(=O)(=O)c2ccccc2)N2CCOCC2)cc1 (centres undefined)
 : 4	0	i	-2	-2	-1	-2	0.9	-19
[12] Cc1ccc(C(=O)NCc2ccc3c(c2)OCO3)cc1
 : 3	-2	i	-2	-3	-3	-7	0.6	-4
[13] O=C(CSc1nnc(-c2ccncc2)o1)NCc1ccccc1
 : 13	-23	i	-13	7	0	2	2.0	-11
[14] CCOc1ccccc1N(C)S(=O)(=O)c1ccc2c(c1)N(C(C)=O)CCO2
 : 1	-18	i	-2	11	0	1	0.9	1
[15] CCN(CC)c1ncnc2c1ncn2[C@H]1CN(Cc2ccc(Cl)cc2)C[C@@H](CO)O1
 : 1	-7	i	-7	-9	3	-3	-0.2	4
[16] O=C(c1ccco1)N1C2C=CC(C2)C1(C(F)(F)F)C(F)(F)F (centres undefined)
 : -2	4	i	-6	0	1	2	-0.5	-5
[17] Cc1ccccc1-n1c(C)cc(/C=C2/C(=N)N3C(c4ccccc4)=CSC3=NC2=O)c1C
 : -14	10	.	-9	-26	-2	-38	0.9	29
[18] Cc1onc(-c2ccccc2)c1C(=O)N/N=C/c1cc2c(cc1Br)OCO2
 : 2	4	i	-3	10	-6	-2	0.8	12
[19] O=C1C=C(c2ccccc2)C(=O)N1Nc1ccccc1
 : 1	-14	i	-5	-4	0	1	-0.1	-6
[20] CCN(C(=O)c1ccco1)c1nnc(-c2cccnc2)s1
 : -2	-14	i	-1	5	0	1	2.0	-4

(more compounds)
Values run as follows: eLon inh	SKN-1 block	Neddylation inh	MsrA act	CendR NRP1 mod	Rin1-Abl PPI inh	MT1-MMP act inh	MsrA inh	FAS-TE inh
[21] COc1cc(NC(=S)Nc2ccc(Br)cc2Cl)c(OC)cc1Cl
 : -4	3	i	-7	-12	3	1	-0.7	10
[22] CCOc1ccc(C(=O)NCC(c2ccco2)N2CCOCC2)cc1 (centres undefined)
 : 1	6	i	-3	-3	0	4	1.2	-3
[23] N#CCCN(C(=O)COC(=O)c1ccc2c(c1)OCCO2)c1ccccc1
 : 3	2	i	1	8	2	14	-0.2	0
[24] Cc1cc(C)cc(CC(Cc2nc3ccccc3[nH]2)c2nc3ccccc3[nH]2)c1 (centres undefined)
 : -1	-13	i	-3	-8	-1	-31	1.5	6
[25] COc1ccc(-c2cc(C(F)(F)F)nc(N3CCCCCC3)n2)cc1
 : -16	24	i	-10	-14	3	-1	-0.7	18
[26] CSc1ccccc1NC(=O)c1noc(C)c1[N+](=O)[O-]
 : 5	4	i	-3	19	4	-1	1.2	-3
[27] CCN(CC(=O)Nc1ccc(NC(C)=O)cc1)CC(=O)Nc1cc(C)on1
 : -13	1	i	-4	8	2	-3	-0.5	-5
[28] COc1ccccc1C(=O)NNC(=O)c1ccc(NC(=O)c2ccccc2)cc1
 : -7	-3	i	-4	3	0	3	0.4	1
[29] CCOc1ccccc1C(=O)n1nc(C)cc1C
 : -5	-8	i	-6	0	4	-1	0.7	-9
[30] CC(=O)N1CCN(C2=NC(=O)/C(=C/c3ccc(OS(=O)(=O)c4ccccc4)cc3)S2)CC1
 : 0	25	i	-1	-9	3	-7	3.5	4

Remaining list, next part
Values run as follows: eLon inh	SKN-1 block	Neddylation inh	MsrA act	CendR NRP1 mod	Rin1-Abl PPI inh	MT1-MMP act inh	MsrA inh	FAS-TE inh
[31] COc1cccc(N2CCN(C(=O)CC(C)(C)CC3=NS(=O)(=O)c4ccccc4N3)CC2)c1
 : 3	0	i	-1	2	2	-3	-0.9	8
[32] Cc1cc(C)c(NC(=O)CNC(=O)COC(=O)C2=COCCO2)c(C)c1
 : 3	-9	i	-9	-13	0	-1	-0.4	-4
[33] Cc1ccc(S(=O)(=O)N2CCN(CC(=O)N/N=C\c3ccc(O)c(O)c3)CC2)cc1
 : 1	4	i	-4	-10	-3	4	2.0	-3
[34] COc1ccc2[nH]c(=O)c(CN(c3ccc(C)c(C)c3)S(C)(=O)=O)cc2c1
 : -7	-15	i	-3	20	1	-4	2.5	0
[35] CC(=O)c1cccc(N(CC(=O)Nc2ccc(F)cc2)S(C)(=O)=O)c1
 : -12	-5	i	1	-6	1	-1	-0.9	-5
[36] CCOc1ccc(NC(=S)NC(=O)c2cnn(CC)c2)c([N+](=O)[O-])c1
 : 4	17	i	-3	-8	-2	1	-0.6	8
[37] COc1cccc2cc(-c3cc(=O)oc4ccc(OCC(C)=O)cc34)oc12
 : 6	19	i	-4	6	-3	-1	9.5*	23
[38] O=C(NC1CCCCC1)c1cc(S(=O)(=O)N2CCOCC2)ccc1Cl
 : -3	-11	i	-14	1	5	-4	1.1	-3
[39] Cc1csc(SCC(=O)Nc2cc(S(=O)(=O)N3CCCC3)ccc2Cl)n1
 : 1	-5	i	-1	5	1	6	-1.5	2
[40] Clc1cccc(CNc2ccn3nc(-c4ccccc4Cl)cc3n2)c1
 : 10	31	i	-4	-6	4	2	1.7	32

Continuation.
Values run as follows: eLon inh	SKN-1 block	Neddylation inh	MsrA act	CendR NRP1 mod	Rin1-Abl PPI inh	MT1-MMP act inh	MsrA inh	FAS-TE inh
[41] COc1ccc(-c2nnc(SCC(=O)NC(C)c3ccccc3)o2)cc1OC (centres undefined)
 : -3	4	i	-2	13	1	0	-0.1	-2
[42] Cc1noc(C)c1COC(=O)C(c1ccccc1)c1ccccc1
 : 2	-5	i	-3	9	2	-1	0.3	16
[43] C=CC[C@@H](CC(=O)OC(C)(C)C)C(=O)OC[C@H]1CCCN1C(=O)[C@@H](CC=C)CC(=O)NCCO
 : -3	11	i	-2	6	2	4	-0.3	-12
[44] CN(C)c1ccc(/C=N/NC2=NS(=O)(=O)c3ccccc32)cc1
 : -35	39*	i	-3	-46	0	-3	4.5	-3
[45] Cc1onc(-c2ccccc2)c1C(=O)NCc1ccccn1
 : -3	5	i	-2	5	-1	0	-0.8	-4
[46] Cc1nnc(NC(=O)COc2ccc3c(C)cc(=O)oc3c2)s1
 : -1	-18	.	-10	-4	-2	1	1.2	-11
[47] NNC(=S)NCc1ccco1
 : 8	9	i	-3	12	1	1	0.0	0
[48] COC(=O)c1cccc(Nc2ccc([N+](=O)[O-])cn2)c1
 : 0	-5	i	-6	6	1	-2	1.1	5
[49] COC(=O)c1nnn(-c2nonc2N)c1CN1CCc2ccccc21
 : -1	0	i	-12	11	-2	-2	0.2	0
[50] CCOC(=O)c1cnc2cc(-c3ccc(C)cc3)nn2c1-c1ccccc1
 : -1	4	i	3	16	-1	3	-0.6	23

Other results follow.
Values run as follows: eLon inh	SKN-1 block	Neddylation inh	MsrA act	CendR NRP1 mod	Rin1-Abl PPI inh	MT1-MMP act inh	MsrA inh	FAS-TE inh
[51] Cc1ccc(C(=O)Nc2ccccc2C(=O)NCc2cccnc2)cc1
 : -3	-19	i	-4	-1	1	1	-1.1	0
[52] CC(=O)c1cccc(N(C(=O)c2ccccn2)C(C(=O)NC2CCCCC2)c2ccccc2)c1 (centres undefined)
 : -2	15	i	-4	7	-2	0	-0.4	-3
[53] COc1cccc(CNC(=O)CNC(=O)c2cccs2)c1
 : -4	4	i	-3	-1	-1	-2	-0.4	-6
[54] CCOc1ccc(NC(=O)c2cccc(NC3=NC4CS(=O)(=O)CC4S3)c2)cc1 (centres undefined)
 : -14	-3	i	-3	-14	1	3	0.1	-9
[55] CCOc1ccc(OCC(=O)NCCS(=O)(=O)N2CCN(c3ccc(F)cc3)CC2)cc1
 : -10	-6	i	-5	4	-2	1	-0.8	-6
[56] Cc1cc(OC(=O)c2ccccc2Br)c([N+](=O)[O-])c(=O)[nH]1
 : -12	-1	i	-3	-4	-1	4	-0.4	-4
[57] O=C(N/N=C/c1cccc([N+](=O)[O-])c1)c1cc(-c2ccccc2)nc2ccccc12
 : 9	4	i	-6	-5	0	1	0.7	-9

Among those listed so far, these contain a nitro group on carbon.
Values run as follows: eLon inh	SKN-1 block	Neddylation inh	MsrA act	CendR NRP1 mod	Rin1-Abl PPI inh	MT1-MMP act inh	MsrA inh	FAS-TE inh
[10] Cc1cc(=O)[nH]c(SCC(=O)Nc2ncc(S(=O)(=O)c3ccc([N+](=O)[O-])cc3)s2)n1
 : -10	0	i	-1	-4	0	3	2.6	5
[26] CSc1ccccc1NC(=O)c1noc(C)c1[N+](=O)[O-]
 : 5	4	i	-3	19	4	-1	1.2	-3
[36] CCOc1ccc(NC(=S)NC(=O)c2cnn(CC)c2)c([N+](=O)[O-])c1
 : 4	17	i	-3	-8	-2	1	-0.6	8
[48] COC(=O)c1cccc(Nc2ccc([N+](=O)[O-])cn2)c1
 : 0	-5	i	-6	6	1	-2	1.1	5
[56] Cc1cc(OC(=O)c2ccccc2Br)c([N+](=O)[O-])c(=O)[nH]1
 : -12	-1	i	-3	-4	-1	4	-0.4	-4
[57] O=C(N/N=C/c1cccc([N+](=O)[O-])c1)c1cc(-c2ccccc2)nc2ccccc12
 : 9	4	i	-6	-5	0	1	0.7	-9
